Compound activity (PubChem BioAssay)
aGlu spleen mod – qHTS Assay for Inhibitors and Activators of Human alpha-Glucosidase From Spleen Homogenate | AID 2112, 2009 | 0.006% of 240,000 active | human spleen homogenate, 4-MU-alpha-glucoside fluorescence | Potency, µM (series often up to 79.9 µM), for the others: at the top dose activity change, negative = inhibition, usual class: inhibitors;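 note: potency is the fitted concentration of half-maximal effect; 0% = enzyme with vehicle and -100% = no enzyme basal signal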
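AC50 values come from Hill-equation fits of concentration-response data, normalized to no-enzyme and full-activity controls. Enzyme source: 1 ug human spleen homogenate; 1 mM fluorogenic 4-MU glucoside, pH 5.0 citrate buffer, 37 C, 40 min.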
HttQ103 aggreg – qHTS Multiplex Assay to Identify Dual Action Probes in a Cell Model of Huntington: Aggregate Formation (GFP); AID 1688, 2009; PC12 HttQ103-GFP aggregates, Acumen cytometry, 40 h; 1.1% of 220,000 active; Potency, µM (series often up to 46.1 µM), without a hit: at the top dose activity change, negative = inhibition, actives largely listed as inhibitors; note: potency is the fitted concentration of half-maximal effect; % is set by controls: 0 for no effect and ±100 for the full control effect; nearly all actives have a fitted effect of over 60% in size
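Multiplexed with ATP-based cell death, this channel scores GFP aggregates in PC12 cells expressing inducible HTTex1-Q103-GFP. Induction used 100 nM tebufenozide; compounds were tested in concentration series.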
GAA inh – qHTS Assay for Inhibitors of Human alpha-Glucosidase as a Potential Chaperone Treatment of Pompe Disease. Potency, µM (top dose mostly 76.9 µM), without a hit: at the highest dose activity change, negative = inhibition, hits mostly inhibitors. Lysosomal alpha-glucosidase (Homo sapiens), P10253. purified human GAA, 4-MU-alpha-glucoside fluorescence. 0.005% of 200,000 active;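 note: potency is the fitted concentration of half-maximal effect; plate controls were uninhibited enzyme wells for no effect and no-enzyme background for full effect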
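Fluorogenic assay: 4 nM human alpha-glucosidase with 400 uM 4-methylumbelliferyl-alpha-D-pyranoside in 50 mM citrate/phosphate, 0.005% Tween-20, pH 5.0, 20 min at room temperature. Compounds tested up to 77 uM; AC50 from Hill fits.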
Lamin A splicing – qHTS Assay for Modulators of Lamin A Splicing. Potency, µM (doses to about 46.1 µM), without a hit: top-dose ratio change, negative = inhibition, hits mostly inhibitors. HeLa LMNA splicing GFP/RFP minigene ratio, 48 h. 0.01% of 200,000 active; active = well fitted inhibition curve with a large enough effect in the signal ratio, with a control signal flat, not every such curve was filed as active; inconclusive = small, poorly fitted or top-dose-only effect, or effect the other way, or a change in a side signal; the % refers to the signal ratio; note: potency is the fitted concentration of half-maximal effect; % is set by controls: 0 for no effect and ±100 for the full control effect
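Read-out is the ratio of GFP to DsRed2 object intensity, acquired by 488 nm laser-scanning cytometry on HeLa lamin A-EGFP minigene reporter cells. Compound incubation 48 hrs at 37 °C in Opti-MEM with 2% FBS; DMSO 0.5% final.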
GAA glycogen – qHTS Assay for Inhibitors and Activators of Human alpha-Glucosidase Cleavage of Glycogen; Lysosomal alpha-glucosidase (Homo sapiens), P10253; recombinant GAA, glycogen substrate, Amplex Red glucose oxidase fluorescence; Potency, µM (doses to about 76.4 µM), for the others: at the top dose activity change, negative = inhibition, hits mostly inhibitors; 0.38% of 300,000 active; AID 2100, 2009;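 note: potency is the fitted concentration of half-maximal effect; 0% = full enzyme reaction and -100% = no-enzyme basal signal; the screen sought inhibitors and activators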
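Recombinant enzyme (4 nM final) with compounds titrated up to 77 uM and bovine liver glycogen (30 ug) in citrate pH 5.0, 0.01% Tween-20, 37 C 40 min. Released glucose detected by Amplex Red/glucose oxidase (Ex 573/Em 610); AC50 from Hill fits.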
CBFb RUNX1 block – qHTS Assay for Compounds Blocking the Interaction Between CBF-beta and RUNX1 for the Treatment of Acute Myeloid Leukemia | Runt-related transcription factor 1 (Homo sapiens) + Core-binding factor subunit beta … | AlphaScreen CBFb-His/RUNX1-biotin binding, biochemical | Potency, µM (top dose mostly 59.8 µM), without a hit: top-dose activity, negative = inhibition, actives largely listed as inhibitors | 230,000 tested, under 10 active | AID 1477, 2009; note: % of control where 0% means no effect
Target sequence (Q01196 whole entry, looked up): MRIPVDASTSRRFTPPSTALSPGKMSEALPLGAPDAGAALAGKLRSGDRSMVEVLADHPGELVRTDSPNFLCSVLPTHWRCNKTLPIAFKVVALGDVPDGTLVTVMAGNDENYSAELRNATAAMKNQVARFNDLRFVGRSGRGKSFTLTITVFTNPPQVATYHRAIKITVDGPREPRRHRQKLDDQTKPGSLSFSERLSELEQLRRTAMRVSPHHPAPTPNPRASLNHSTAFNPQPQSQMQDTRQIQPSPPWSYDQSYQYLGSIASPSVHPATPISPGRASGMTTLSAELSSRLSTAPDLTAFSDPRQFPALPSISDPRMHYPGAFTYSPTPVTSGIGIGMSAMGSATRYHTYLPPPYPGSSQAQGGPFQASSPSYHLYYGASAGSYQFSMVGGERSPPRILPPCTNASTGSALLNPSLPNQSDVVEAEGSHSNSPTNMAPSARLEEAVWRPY
Target sequence (Q13951 whole entry, looked up): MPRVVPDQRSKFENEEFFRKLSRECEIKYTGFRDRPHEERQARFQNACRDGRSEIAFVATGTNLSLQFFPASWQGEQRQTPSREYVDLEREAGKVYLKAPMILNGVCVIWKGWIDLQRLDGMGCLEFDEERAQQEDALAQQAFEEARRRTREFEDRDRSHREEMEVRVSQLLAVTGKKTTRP
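CBFb-His/RUNX1-biotin, 30 nM each, preincubated 20 min RT; compound 15 min RT; Ni + streptavidin beads 50 ng each, 90 min RT; AlphaScreen read.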
HTT cytoprotect – qHTS Multiplex Assay to Identify Dual Action Probes in a Cell Model of Huntington: Cytoprotection (ATP); PC12 HTT-Q103 induced, cytoprotection, ATP luminescence, 40 h; Potency, µM (titrated, usually from 56.4 µM), for inactives: cytoprotection (ATP increase), actives largely listed as activators; 0.14% of 230,000 active; AID 1471, 2008;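 note: potency is the fitted concentration of half-maximal effect; % of control where 0% means no effect; nearly all actives have a fitted effect of over 45% in size; toxic huntingtin expression switched on by the ecdysone agonist tebufenozide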
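Stable PC12 Q103-GFP cells in serum-supplemented, phenol red-free DMEM; induction by tebufenozide at 100 nM final; compound dose series; cell viability quantified luminescently from ATP.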
* = called active by the depositor; ? = inconclusive; · = no result given; [ ] = another dose, or the depositor's remark. Unless noted, calls come from the whole dose curve; as a rule, active = well fitted curve in the direction sought with a large enough effect; inconclusive = small, poorly fitted or top-dose-only effect, or another doubt; inactive = no such curve, though single readings can be large; an effect the other way counts as inactive or inconclusive.

No.	molecule	aGlu spleen mod	HttQ103 aggreg	GAA inh	Lamin A splicing	GAA glycogen	CBFb RUNX1 block	HTT cytoprotect
1	CC(=O)Nc1cc(C)nn1-c1nc2ccccc2s1	-7%	3%	0%	·	-19%	15%	-107%[inhibitor]
2	OCCNCCCOc1cc(Cl)ccc1Cl	5%	-5%	-7%	?	3%	2%	-5%
3	O=C(N/N=C/c1ccc2ccccc2c1)c1ccc(COc2ccc3c(c2)CCC3)o1	-6%	-9%	?	15%	18%	-8%	-19%
4	COc1ccc(N2CCN(Cc3nc(N)nc(Nc4ccc(C)c(Cl)c4)n3)CC2)cc1	-7%	14%	-4%	-12%	?	?	-58%[0.074 µM]
5	Cc1ccc(Cn2c(CN3CC(C)OC(C)C3)nc3c2c(=O)n(C)c(=O)n3C)cc1 (stereo not drawn)	-11%	21%	-5%	13%	-9%	2%	-12%
6	COC(=O)C=P(c1ccccc1)(c1ccccc1)c1ccccc1	-1%	·	·	·	·	3%	-10%
7	CN(Cc1cnn(C)c1)Cc1nc(-c2ccc(Cl)cc2)no1	-2%	-9%[9.22 µM]	-2%	23%[46 µM]	10%	-3%	4%[10 µM]
8	COc1ccc(C2CC(=O)C=C(NC3CCCC3)C2)cc1 (stereo not drawn)	-5%	24%	-2%	-4%	6%	-4%	8%[10 µM]
9	O=c1cc2n(c(=O)[nH]1)CCC1=C2CCCC1	-3%	22%[9.22 µM]	0%	7%	6%	-1%	-8%
10	c1ccc(-c2nnc(OCC3CCCO3)c3ccccc23)cc1 (stereo not drawn)	-3%	25%	0%	-4%[46 µM]	8%	4%	?
11	COc1cccc(OC)c1C(=O)N1CCOCC1	4%	12%	-2%	-5%	-16%	10%	-9%[0.074 µM]
12	CC1Cc2ccccc2N1C(=O)COc1nc2ccccc2nc1N1CCOCC1 (stereo not drawn)	-3%	6%	-1%	-4%	4%	3%	-8%
13	CSc1ccc(CN2CCN(Cc3ccccc3)C(CCO)C2)cc1 (stereo not drawn)	-19%	-10%	1%	·	-7%	10%	-52%[inhibitor]
14	Cc1nc2ccccc2n1CC(=O)N/N=C/c1cccs1	-9%	14%	-22%	?	-5%	1%	27%[10 µM]
15	Cc1ccc(-c2cc(C(=O)Nc3nn[nH]n3)c3ccccc3n2)c(C)c1	5%	11%	2%	6%	7%	-4%	7%
16	O=C(NCCc1ccccc1)NC1CCCCC1	-1%	-6%	-15%	-4%	5%	9%	-24%
17	C(=N\n1cnnc1)/c1ccc(OC2CSC2)cc1	-3%	-17%	-7%	12%	11%	0%	-10%
18	Cc1ccc(/C=C/C(=O)O)cc1S(=O)(=O)N1CCc2ccccc2C1	1%	2%[9.22 µM]	0%	-1%[46 µM]	-3%	6%	-3%
19	Cc1nc(SCC(=O)NNC(=O)c2cccs2)[nH]c(=O)c1C	-9%	6%	0%	·	2%	-1%	-22%
20	CCOC(=O)c1sc2nccc(N(C)C)c2c1N=CNOCc1ccccc1	2%	-7%	10%	1%	16%	?	1%[10 µM]
21	COc1ccc(CNc2nc(S(=O)(=O)c3ccccc3)c(Cl)s2)cc1OC	-9%	-10%	2%	?	7%	-4%	19%[1.9 µM]
22	Cc1ccsc1/C=N/Nc1nc2ccccc2s1	8%	-8%	0%	-16%	?	-4%	-33%[10 µM]
23	O=C(NCc1ccccc1)C(c1ccco1)N(C(=O)c1ccccn1)c1ccc(F)cc1 (stereo not drawn)	·	16%	-4%	16%[46 µM]	-5%	1%	-29%
24	CCCCC(=O)Nc1nc2c(OC)ccc(OC)c2s1	9%	-11%	-4%	-7%	-33%	1%	3%

Results in HttQ103 aggreg, for some of the entries so far:
cpd	smiles	HttQ103 aggreg
13	CSc1ccc(CN2CCN(Cc3ccccc3)C(CCO)C2)cc1 (stereo not drawn)	-10%
14	Cc1nc2ccccc2n1CC(=O)N/N=C/c1cccs1	14%
15	Cc1ccc(-c2cc(C(=O)Nc3nn[nH]n3)c3ccccc3n2)c(C)c1	11%

Next section:
No.	molecule	aGlu spleen mod	HttQ103 aggreg	GAA inh	Lamin A splicing	GAA glycogen	CBFb RUNX1 block	HTT cytoprotect
25	CCOC(=O)CN1CC23C=CC(O2)C(C(=O)O)C3C1=O (stereo not drawn)	-3%	6%	0%	2%	6%	6%	4%
26	COC(=O)C1=C(C)N=c2s/c(=C3\C(=O)Nc4ccccc43)c(=O)n2C1c1ccccc1 (stereo not drawn)	-30%	?	-4%	-8%	-1%	-3%	·
27	CC(C)(C)n1[nH]c2c3c(ccc2c1=O)C(=O)c1ccccc1C3=O	1%	?	-5%	?	5%	-6%	-28%
28	COc1cccc(C2CC(=O)NC(SC)=C2C#N)c1 (stereo not drawn)	5%	-31%	-9%	3%	-17%	3%	-3%
29	CN1CCCCCC1=Nc1ccccc1C#N	-4%	-10%	-11%	10%	-2%	0%	-29%
30	CC1(C)CC(OC(=O)c2ccco2)CC(C)(C)N1O	0%	?	1%	-9%	?	4%	-13%
31	NC(=O)CSc1nc2c(sc3ccccc32)c(=O)n1CCCN1CCOCC1	3%	8%	-8%	-4%	4%	-1%	-8%
32	CC(=O)c1ccc(NC(=O)C(C)NCc2ccc(Cl)cc2)cc1 (stereo not drawn)	5%	-11%	0%	-21%[46 µM]	7%	-1%	-45%[inhibitor]
33	Cc1cc(Cl)ccc1N1C(=O)CC(NNC(=O)c2cccnc2)C1=O (stereo not drawn)	1%	9%	-5%	4%	8%	5%	8%[10 µM]
34	O=C(NC1CCCCC1)[C@H](CSCc1ccccc1)N1Cc2ccccc2C1=O	1%	14%	3%	?	8%	-1%[2.36 µM]	·
35	CCOC(=O)c1c(C)[nH]c(C)c1C(=O)CSc1nc2ccccc2c(=O)n1-c1ccc(CC)cc1	-5%	?	-10%	0%	4%	1%	-2%[10 µM]
36	COc1ccc(CCNC(=O)Cc2ccc(OCc3ccccc3)c(OC)c2[N+](=O)[O-])cc1OCc1ccccc1	-4%	?	5%	?	-13%	1%	-6%
37	O=C(Nc1cccc(Cl)c1)Nc1ccccc1NS(=O)(=O)c1cccs1	0%	11µM*	-9%	?	-3%	6%	21%[10 µM]
38	CCn1c(C)nc2cc(S(=O)(=O)C(F)(F)C(F)C(F)(F)F)ccc21 (stereo not drawn)	-8%	7.1µM*	-4%	?	-10%	8%	-37%
39	O=C(Nc1cccc(C(F)(F)F)c1)C(Sc1ncnc2ccccc12)c1ccccc1 (stereo not drawn)	-5%	7%	1%	?	-7%	8%	6%[10 µM]
40	CCOC(=O)/C(C#N)=N/Nc1c(S(=O)(=O)Cc2ccco2)csc1C(=O)OC	2%	-19%[9.22 µM]	-12%	?	-2%	-4%	-4%[10 µM]
41	CC(NC(=O)C(=O)N/N=C/c1ccc(Cl)cc1)c1ccccc1 (stereo not drawn)	·	2%	2%	?	2%	-12%	-20%
42	COc1ccc(/C=N/n2c(=O)[nH]c3c([nH]c4ccc(Br)cc43)c2=O)cc1CN1CCOCC1	-6%	6%	-5%	7%	-13%	-9%	-13%
43	CN(C(=S)Nc1ccc(F)cc1)C1(c2ccccc2Cl)CCCCC1=O (stereo not drawn)	0%	3%	?	3%	1%	3%	-21%
44	Cc1cc(Cl)ccc1OCC(=O)Nc1ccccc1CO	9%	-32%	-2%	-21%	-5%	6%	-4%
45	Cc1cccc(-c2nc(CSCC(=O)NCc3cccs3)c(C)o2)c1	7%	3%	-14%	?	-1%	-4%	0%
46	Cc1ccc2oc(=O)c3cnn(CC(=O)N4CCN(c5ccccc5)CC4)c3c2c1	9%	-3%	?	-8%	-7%[76.3 µM]	-3%	-17%
47	O=C(O)c1[nH]c2ccc(Cl)cc2c1CC(=O)N1CCN(C(=O)c2ccco2)CC1	1%	-4%	-1%	-9%	-6%	-4%	10%[10 µM]
48	CCOc1ccc(/C=N/NC(=S)NC2CC3C=CC2C3)cc1 (stereo not drawn)	13%	-6%[9.22 µM]	0%	·	-16%	1%	29%[10 µM]
49	COc1ccc(CCNC(=O)C2CC(c3ccc(C(F)(F)F)cc3)=NO2)cc1 (stereo not drawn)	1%	19%[9.22 µM]	·	·	-1%	24%	18%[10 µM]
50	Cc1cccc(C)c1NC(=O)CSc1nnc(C)c(=O)[nH]1	7%	-25%	-5%	·	-4%	4%	14%
51	NS(=O)(=O)c1ccc(CCNC(=O)c2ccc3nc4ccc(Cl)cc4c(=O)n3c2)cc1	-2%	-22%	8%	-2%[46 µM]	-2%	8%	-3%[10 µM]
52	OCCCN=C1CCCc2c1[nH]c1ccc(Cl)cc21	0%	-1%[9.22 µM]	·	·	1%	1%	9%[10 µM]
53	Brc1ccccc1OCCCN1CCOCC1	1%	-4%	2%	-9%	-2%	-2%	27%[10 µM]
54	Cc1ccc(C(=O)COC(=O)CNC(=O)Cc2ccccc2)cc1[N+](=O)[O-]	-13%	3%	-6%	28%	8%	2%	-17%
55	Cc1cccc(OCC(=O)Nc2ccc(N3CCN(C(=O)c4ccco4)CC3)cc2)c1C	-4%	20%[9.22 µM]	?	18%[46 µM]	-6%	-5%	7%[10 µM]
56	COc1ccc(/C=C(/NC(=O)c2ccccc2)C(=O)N/N=C/c2ccncc2)c(OC)c1	-5%	-5%	-13%	-19%	-11%	8%	23%[10 µM]
57	Cc1cccc(-c2nc(CN3CCCC(C(=O)NC4CCCCCC4)C3)c(C)o2)c1 (stereo not drawn)	-6%	-17%	-9%	0%	-6%	-1%	-47%[inhibitor]
58	O=S(=O)(C(=CNc1ccccc1)S(=O)(=O)c1ccccc1)c1ccccc1	-4%	13%	6%	-14%	-1%	-5%	-5%[10 µM]
